# PhoP GFP inhibition: PhoP regulon inhibitors, Salmonella typhi PhoP promoter GFP reporter, confirmatory (AID 1850); Salmonella Typhi PhoP-promoter GFP reporter, fluorescence, 4 h; higher % means a stronger effect; inhibition, % at 50 µM, or IC50 in µM where a hit was titrated; 310,000 tested, 0.33% active; in the data active = a potency from the dose series; inconclusive = inhibition mostly from about 25% at the one dose, without a potency; inactive = the rest, 99 in 100 with inhibition below about 19%;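 note: 0% = induced wells with vehicle and 100% = uninduced wells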
# H37Rv inhibition: M. tuberculosis growth inhibition, HTS (AID 449762); M. tuberculosis H37Rv growth inhibition, 7H9 media; higher % means a stronger effect; one-dose inhibition, % at 25 µM; IC50 in µM for titrated hits; 330,000 tested, 0.59% active; in the data active = a potency from the dose series; inconclusive = inhibition above about 70% without an active follow-up result;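 note: bacterial growth assessed after seven days of incubation; strong numbers were not always called active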
# tuberculosis growth: growth inhibition of non-replicating M. tuberculosis (AID 488890) | Mycobacterium tuberculosis non-replicating, growth inhibition; higher % means a stronger effect | inhibition, % at 25 µM; hits with a dose series show IC50 in µM | 320,000 tested, 0.39% active; in the data active = a potency from the dose series; inconclusive = inhibition mostly from about 82% at the one dose, without a potency; inactive = the rest, 99 in 100 with inhibition below about 76%;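 note: plate controls were DMSO cells for no effect and high antibiotic wells for full effect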
# VEEV TC-83 Vero: inhibitors of VEEV TC-83 cytopathic effect, confirmation, Vero cells (AID 588727). one-dose inhibition, % at 20 µM; IC50 in µM for titrated hits. Vero cells, VEEV TC-83 cytopathic effect inhibition; higher % means a stronger effect. 350,000 tested, 0.13% active; in the data active = a potency from the dose series; inconclusive = inhibition mostly from about 14% at the one dose, without a potency; inactive = the rest, 99 in 100 with inhibition below about 12%; note: strong numbers were not always called active
# H1N1 NS1A inhibition: H1N1 influenza NS1A inhibitors, functional cell based assay (AID 504329); NS1A functional cell-based assay, percent inhibition; higher % means a stronger effect; inhibition, % at 12.5 µM; hits with a dose series show IC50 in µM; 340,000 tested, 0.3% active; in the data active = a potency from the dose series; inconclusive = inhibition above about 27% without an active follow-up result; note: strong numbers were not always called active
# VEEV TC-83 Vero 10K pilot screen: also measured in VEEV TC-83 Vero; calls as there; inhibition, %; measured here: 10K pilot screen inhibition
# Numbers without * were called inactive; i = inactive; ? = inconclusive; / = no result given. This is a random part of the collection; 1.5% or so of the library scored in one or more.
SMILES,PhoP GFP inhibition,H37Rv inhibition,tuberculosis growth,VEEV TC-83 Vero,H1N1 NS1A inhibition,others
Cc1cccc(-c2nc(CS(=O)CC(=O)N3CC(C)CC(C)C3)c(C)o2)c1 (centres undefined),3%,3%,9%,0.1%,3%,
O=C(O)C1=C[C@H](c2cccs2)C[C@H](OCc2ccc(CO)cc2)O1,-29%,3%,-1%,0.1%,-53%,
O=[N+]([O-])/C=C/c1cn(Cc2ccccc2)c2ccccc12,-5%,83µM*,53%,?,-5%,
CC(C)(C)OC(=O)NCCCC[C@@H](C(=O)N1CCN(C(=O)OC(C)(C)C)CC1)n1cc(CCC(=O)O)nn1,-9%,1%,-9%,i,0%,
CSc1nnc(-c2cnccn2)n1C,-1%,-11%,-1%,0.9%,-1%,
Cc1ccc(C(=O)N2CCCC(C(F)(F)F)C2)cc1S(=O)(=O)N1CCOCC1 (centres undefined),/,-10%,-10%,0.8%,-6%,
c1csc(-c2nc3ccccc3[nH]2)c1,5%,-6%,11%,0.9%,2%,
O=C(CN1C(=O)C(=O)N(Cc2ccco2)C1=O)Nc1ccccc1,/,4%,-10%,2.0%,-6%,
Cc1cc(C(=O)CSc2nnc3c(Cl)cc(Cl)cn23)c(C)n1C,-11%,-4%,-1%,1.4%,-3%,
COCCn1c(=O)c2ccccc2c2ccccc2c1=O,-7%,8%,-3%,0.3%,-5%,
COc1ccc(CCNC(=O)c2cc(C(=O)c3cc(C)ccc3O)cn(CCc3ccc(OC)cc3)c2=O)cc1,3%,18%,20%,6.2%,-4%,
CCOc1cc(N2CCOCC2)c(OCC)cc1NC(=O)COc1ncnc2ccc(Br)cc12,-3%,-4%,-3%,2.1%,-9%,
Cc1ccc(NC(=O)CN(C)C(=O)c2cccc(S(=O)(=O)N3CCCC3)c2)cc1,/,-1%,11%,2.0%,2%,
CCOc1ccc(C(=O)CC(Sc2ccc(C)cc2)C(=O)O)cc1 (centres undefined),4%,-8%,69%,0.7%,7%,
Cc1c([C@@H]2C[C@H]3CN(Cc4cccc(Cl)c4)C(=O)[C@]34CCCN24)cnn1C,-4%,0%,10%,0.1%,-6%,
COc1cccc(CSc2nc3ccncc3[nH]2)c1,5%,1%,12%,i,-13%,
CCOc1ccc(CN2CCNC(=O)C2CC(=O)NCc2csc(C)n2)cc1 (centres undefined),0%,-9%,3%,1.1%,-9%,
COCc1cc(C)nc(NCCO)c1C#N,-2%,-11%,-18%,0.8%,-2%,
O=C(NCCC(=O)N1CCCC(C(F)(F)F)C1)c1ccc(Br)cc1 (centres undefined),1%,6%,8%,1.6%,-12%,
CCOc1ccc(/C=N/Nc2ccccn2)cc1OC,8%,3%,-1%,1.4%,-1%,
COc1cc(/C=N/Nc2nn3cnnc3c3ccccc23)ccc1O,2%,6%,-15%,0.3%,-6%,
Cc1nc(NC(=O)/C=C/c2ccccc2)sc1C(=O)Nc1ccccc1Cl,-2%,-7%,-10%,3.8%,15%,
O=C(NCc1cccnc1)c1ccccc1NS(=O)(=O)c1ccccc1,-5%,-9%,1%,3.1%,-3%,
CC(Sc1nnc(C2CC2)n1C1CC1)C(=O)c1ccc(F)cc1 (centres undefined),/,-11%,24%,6.7%,-11%,
O=C(NN=C1CCCC1)c1ccc(Cl)cc1,-5%,-4%,-6%,i,13%,
CN(C)S(=O)(=O)c1cccc(NC(=S)Nc2cccc3cnccc23)c1,/,/,/,12%,5%,
Cc1ccccc1N1C(=O)C(Cc2ccc(F)cc2)S/C1=C(\C#N)C(N)=O (centres undefined),8%,8%,18%,0.7%,/,
CCOC(=O)CN(C(=O)CSc1nnc(-c2ccncc2)n1CCCN(C)C)c1ccccc1,-1%,-8%,-5%,i,1%,
O=C(CN1C(=O)NC(Cc2c[nH]c3ccccc23)C1=O)Nc1ccc(F)cc1F (centres undefined),/,-2%,4%,i,1%,
CS(=O)(=O)C1=C(O)C(=O)N(c2ccccc2)C1c1ccccc1 (centres undefined),-5%,0%,11%,0.6%,3%,
CCOc1ccc2ccccc2c1C(=O)NCC(c1ccc(N(C)C)cc1)N(C)C (centres undefined),0%,2%,3%,1.1%,0%,
Clc1ccc(-c2ccc(-c3nn4c(-c5ccco5)nnc4s3)o2)cc1,-7%,/,/,8.1%,30%,
COc1ccc(OC)c2[nH]c(=O)c(CCNC(=S)NC(C)(C)C)cc12,-7%,8%,-11%,0.3%,-2%,VEEV TC-83 Vero 10K pilot screen=2.1
CCn1c(CCNC(=O)c2ccc(Cl)cc2)nnc1SCC(=O)NC1CCCC1,3%,1%,1%,3.8%,2%,
COc1ccc(Cl)cc1C(=O)NNC(=O)CSc1nnnn1C,2%,-2%,-2%,0.8%,-14%,
CCCC(=O)OC1CCS(=O)(=O)c2sccc21 (centres undefined),4%,-12%,-15%,i,-7%,
COC(=O)C1=C(C)N(c2ccc(F)cc2)/C(=C/c2ccc(O)cc2)C1=O,2%,0%,-5%,3.2%,-16%,
COc1ccc2cc(S(=O)(=O)Nc3ccccn3)ccc2c1,13%,-4%,3%,0.5%,5%,
CCC(=O)Nc1ccc(C(=O)CSc2nnc(-c3ccc(NS(=O)(=O)CC)cc3)o2)cc1OC,-1%,10%,3%,4.4%,13%,
Cc1ccc(CN2CCc3c(OCc4ccc(F)cc4)cccc3C2=O)cc1,-3%,38%,67%,i,-10%,
Cc1cc(NC(=O)C2CC=CCC2C(=O)O)ccc1NC(=O)c1ccccc1 (centres undefined),-3%,-3%,-15%,1.5%,0%,
CC(=O)c1c(C)oc2c1C(=O)c1ccccc1C2=O,-10%,-7%,21%,3.7%,-2%,
CCNc1nc(NC(C)C)nc(Oc2ccc(OCCOc3ccccc3)nn2)n1,-10%,0%,16%,0.1%,-1%,
C=CCc1c(C)nc2ccc(C(=O)OCC)cc2c1Cl,0%,98%,56%,1.5%,-8%,
CCCN(CC1CC1)C(=O)COC(=O)c1ccc(CNS(=O)(=O)c2ccc(F)c(Cl)c2)cc1,-9%,5%,-15%,i,-7%,
Cc1c(S(=O)(=O)N2CCCC(C(=O)O)C2)cnn1C (centres undefined),6%,-5%,-7%,3.2%,7%,
C(=NN1CCCCCC1)c1ccccc1,/,/,/,0.9%,11%,
CCOc1ccccc1C(=O)NC1CC2CCCC(C1)N2C1CC1 (centres undefined),-3%,0%,0%,0.3%,3%,
Cc1cccc(NC(=O)N2CC3CC(C2)c2cccc(=O)n2C3)c1 (centres undefined),-7%,-6%,-8%,3.5%,-6%,
Cc1nn(C2CCS(=O)(=O)C2)c(Cl)c1/C=C/C(=O)OCC(N)=O (centres undefined),3%,1%,-17%,0.2%,-1%,

# Next part.
SMILES,PhoP GFP inhibition,H37Rv inhibition,tuberculosis growth,VEEV TC-83 Vero,H1N1 NS1A inhibition,others
COc1cc([N+](=O)[O-])ccc1NC(=O)CN1CCCC1,11%,0%,6%,3.5%,-7%,
COc1ccccc1NCc1nnc(-c2ccccc2)o1,-3%,13%,?,3.9%,-7%,
O=[N+]([O-])c1cccc(-c2nnc(-c3ccccc3)o2)c1,4%,3%,75%,i,-5%,
Cc1sc2nc3ccc(NCc4ccco4)nn3c(=O)c2c1C,7%,-4%,33%,1.8%,-8%,
O=C(COC(=O)c1ccncc1)NCCCc1ccccc1,1%,4%,7%,0.1%,8%,VEEV TC-83 Vero 10K pilot screen=0.5
O=C(CCCN1C(=O)c2ccccc2C1=O)Oc1ccc(F)cc1,-1%,-8%,?,0.7%,-8%,
CCOC(=O)N1CCN(c2ccc(S(=O)(=O)N3CCC(C)CC3)cc2[N+](=O)[O-])CC1,/,18%,22%,i,10%,
O=S(=O)(c1ccc(F)cc1)N(CCO)CC(O)Cn1c2ccccc2c2ccccc21 (centres undefined),-12%,5%,9%,i,25%,
CC(CC1CC(C)(C)OC1=O)C(=O)Nc1ccc([N+](=O)[O-])cc1 (centres undefined),-14%,-1%,0%,0.6%,1%,
O=C(Nc1cc2c(cc1Cl)OCCO2)c1ccco1,7%,-9%,-1%,0.6%,6%,
COc1ccc(CN2CCCC(C(=O)N3CCCC3)C2)cc1 (centres undefined),-10%,-12%,-4%,1.4%,-3%,
Cc1ccccc1-c1nnc(SCC(=O)c2c(N)n(C3CC3)c(=O)[nH]c2=O)o1,/,-3%,-18%,0.3%,-13%,
O=C(Nc1ncccn1)C1CCCCC1,22%,2%,2%,1.5%,-1%,
CCOC(=O)N1CCN(S(=O)(=O)N2CCCC(C(=O)NCCc3ccccc3)C2)CC1 (centres undefined),-4%,7%,7%,1.9%,0%,
Cc1[nH]c2ccccc2c1C(=O)COC(=O)c1ccccc1O,/,-1%,/,0.8%,3%,
N/C(=N\OC(=O)c1ccoc1)c1ccc(Br)cc1,-13%,-10%,18%,3.4%,-3%,
Cc1cc(C(F)(F)F)n2ncc(-c3ccccc3)c2n1,2%,-5%,-7%,5.9%,-3%,
Cc1ccc(N/C=C2\CCCCC2=O)c(C)c1,-6%,8%,4%,1.5%,-2%,
Cc1cc(NC(=O)C2COc3ccccc3O2)no1 (centres undefined),-2%,-10%,/,i,29%,
COc1ccc(NC(=O)c2cc([N+](=O)[O-])ccc2N2CCN(C)CC2)cc1,1%,4%,-9%,9.3%,5%,VEEV TC-83 Vero 10K pilot screen=8.7

# Structural class: the entries above with a cyano group (2)
SMILES,PhoP GFP inhibition,H37Rv inhibition,tuberculosis growth,VEEV TC-83 Vero,H1N1 NS1A inhibition,others
COCc1cc(C)nc(NCCO)c1C#N,-2%,-11%,-18%,0.8%,-2%,
Cc1ccccc1N1C(=O)C(Cc2ccc(F)cc2)S/C1=C(\C#N)C(N)=O (centres undefined),8%,8%,18%,0.7%,/,

# (cont.)
SMILES,PhoP GFP inhibition,H37Rv inhibition,tuberculosis growth,VEEV TC-83 Vero,H1N1 NS1A inhibition,others
CC1CN=C(Nc2ccc(N(C)C)cc2)S1 (centres undefined),13%,-2%,10%,i,17%,
Cc1ccc(CN(c2ccc(C(=O)NCc3ccc4c(c3)OCO4)cc2)S(C)(=O)=O)cc1,-8%,-6%,2%,5.8%,-3%,
CN1CCN(C(=S)c2cn(Cc3cccc(F)c3)c3ccccc23)CC1,-6%,4%,14%,i,11%,
Cc1cccc(C(=O)NCC(=O)N2CCN(S(=O)(=O)c3ccccc3)CC2)c1,-3%,-8%,6%,2.0%,-6%,

# 7 compounds already listed, ordered by count of non-hydrogen atoms, descending:
SMILES,PhoP GFP inhibition,H37Rv inhibition,tuberculosis growth,VEEV TC-83 Vero,H1N1 NS1A inhibition,others
Cc1cccc(C(=O)NCC(=O)N2CCN(S(=O)(=O)c3ccccc3)CC2)c1,-3%,-8%,6%,2.0%,-6%,
CN1CCN(C(=S)c2cn(Cc3cccc(F)c3)c3ccccc23)CC1,-6%,4%,14%,i,11%,
Cc1[nH]c2ccccc2c1C(=O)COC(=O)c1ccccc1O,/,-1%,/,0.8%,3%,
Cc1cc(NC(=O)C2COc3ccccc3O2)no1 (centres undefined),-2%,-10%,/,i,29%,
N/C(=N\OC(=O)c1ccoc1)c1ccc(Br)cc1,-13%,-10%,18%,3.4%,-3%,
Cc1ccc(N/C=C2\CCCCC2=O)c(C)c1,-6%,8%,4%,1.5%,-2%,
CC1CN=C(Nc2ccc(N(C)C)cc2)S1 (centres undefined),13%,-2%,10%,i,17%,
